AGP1-GFP MLPCN – modulators of TOR pathway AGP1-GFP in S. cerevisiae. S. cerevisiae AGP1-GFP multiplex flow cytometry, 3 h; GFP as percent of DMSO wells. GFP response vs DMSO, % at 10 µM. 0.02% of 320,000 active;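 active means GFP response relative to DMSO above a set limit, near screen average plus 3 SD, cut at about 150% in these data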;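 further: median GFP channel fluorescence of the gated AGP1 strain per well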
LAP4 TOR yeast – yeast TOR pathway LAP4-GFP modulation; S. cerevisiae LAP4-GFP multiplex, flow cytometry GFP, 3 h; median GFP as percent of DMSO wells; GFP response vs DMSO, % at 10 µM; 0.34% of 320,000 active;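 active means GFP response vs DMSO above a set limit, about the screen mean plus 3 SD, cut at about 150% in these data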
MEP2-GFP yeast – yeast TOR pathway MEP2-GFP modulation. S. cerevisiae MEP2-GFP strain, flow cytometry GFP, 3 h; 100% = DMSO control level. GFP response vs DMSO, % at 10 µM. 0.51% of 330,000 active. AID 2016;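 active means GFP response versus DMSO above a set limit, roughly screen mean plus 3 SD, cut at about 180% in these data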;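 further: median GFP fluorescence of the barcode-gated MEP2-GFP cells per well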
AHR act – activators of human aryl hydrocarbon receptor; 2.5% of 320,000 active; activation, % at 5 µM; P35869; AHR-responsive luciferase reporter cells, luminescence; in the data active means activation above about 47%;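 further: 0% = vehicle wells and 100% = reference agonist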
Target sequence (P35869 whole entry, looked up): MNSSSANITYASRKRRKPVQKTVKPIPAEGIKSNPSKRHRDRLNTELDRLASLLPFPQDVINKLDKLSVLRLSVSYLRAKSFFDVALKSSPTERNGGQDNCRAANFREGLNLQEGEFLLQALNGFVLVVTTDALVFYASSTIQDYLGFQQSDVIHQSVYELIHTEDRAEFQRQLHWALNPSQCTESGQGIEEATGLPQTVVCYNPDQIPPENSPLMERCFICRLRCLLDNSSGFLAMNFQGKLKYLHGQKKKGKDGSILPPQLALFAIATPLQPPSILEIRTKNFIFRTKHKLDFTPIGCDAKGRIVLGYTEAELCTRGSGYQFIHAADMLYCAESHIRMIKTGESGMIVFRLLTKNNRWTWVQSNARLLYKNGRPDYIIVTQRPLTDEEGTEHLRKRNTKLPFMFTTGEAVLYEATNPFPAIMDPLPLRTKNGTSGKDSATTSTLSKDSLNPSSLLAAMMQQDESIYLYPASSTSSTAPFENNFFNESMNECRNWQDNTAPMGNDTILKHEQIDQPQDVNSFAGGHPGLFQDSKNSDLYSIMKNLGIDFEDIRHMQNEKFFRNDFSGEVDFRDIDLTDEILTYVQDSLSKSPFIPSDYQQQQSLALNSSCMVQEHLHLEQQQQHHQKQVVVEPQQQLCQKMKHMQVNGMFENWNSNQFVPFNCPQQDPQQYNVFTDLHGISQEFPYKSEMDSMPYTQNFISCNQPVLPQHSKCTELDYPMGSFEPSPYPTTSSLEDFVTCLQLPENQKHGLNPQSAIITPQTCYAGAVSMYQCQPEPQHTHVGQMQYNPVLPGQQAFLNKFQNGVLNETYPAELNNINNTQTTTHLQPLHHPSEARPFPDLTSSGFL
Efflux pump mplx – blocks antifungal efflux pumps in multiplex yeast assay | S. cerevisiae Candida pump triplex, Nile Red efflux | 0.44% of 330,000 active | inhibition, % at 10 µM;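 active means plate passing quality check with inhibition over a set limit, or well fluorescence over plate mean plus 4 SD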;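 further: Nile Red retained in pooled yeast measured as flow cytometry median fluorescence; 0% = buffer negative control and 100% = Enniatin B positive control; higher means more Nile Red kept so more efflux inhibition; some compounds called inactive have numbers as strong as hits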
CIT2 TOR yeast – modulators of TOR pathway CIT2-GFP in S. cerevisiae. S. cerevisiae CIT2-GFP strain, flow cytometry, 3 h; 100 means same as DMSO wells. GFP response vs DMSO, % at 10 µM. 0.065% of 320,000 active;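 active means GFP response relative to DMSO above a set limit, near the screen mean plus 3 SD, cut at about 150% in these data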;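 further: ratio of well median GFP fluorescence to mean of DMSO wells on the plate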
RPL19A TOR yeast – yeast TOR pathway RPL19A-GFP modulation; S. cerevisiae RPL19A-GFP strain, flow cytometry, 3 h; stronger effect = lower value; percent response vs DMSO, % at 10 µM; 0.3% of 330,000 active;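 active means percent response vs DMSO below 50%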;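 further: median channel GFP fluorescence of the barcoded RPL19A-GFP strain; ratio of sample median GFP to plate DMSO average so 100% = DMSO; lower means less RPL19A-GFP as with rapamycin TOR inhibition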
CR mimetic SO – lowers age-related superoxide in aged yeast cells | 0.18% of 330,000 active | superoxide response (% of plate mean), % at 10 µM | S. cerevisiae aged cells, superoxide DHE fluorescence; stronger effect = lower value;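 active means superoxide response under a set limit, about three screen SD below normal, cut at about 65% in these data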;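 further: yeast aged for seven days with compound at 30 °C before DHE staining; 100% = average MFI of all compound-treated wells on the plate with controls excluded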
An asterisk follows results filed as active.

Screening COc1ccc(OCC(=O)N/N=C(\C)CC(=O)Nc2cccc([N+](=O)[O-])c2)cc1 returned AGP1-GFP MLPCN 104, LAP4 TOR yeast 112, MEP2-GFP yeast 95, AHR act 2, Efflux pump mplx 0.0, CIT2 TOR yeast 96, RPL19A TOR yeast 90 and CR mimetic SO 98.
For COC(=O)c1sc(NC(=O)c2cccc([N+](=O)[O-])c2)c(C(N)=O)c1C the results were AGP1-GFP MLPCN 97, LAP4 TOR yeast 89, MEP2-GFP yeast 98, AHR act 22, Efflux pump mplx 0.2, CIT2 TOR yeast 97, RPL19A TOR yeast 99 and CR mimetic SO 98.
Screening Cc1ccccc1NC(=O)c1cc(S(=O)(=O)c2ccccc2)ccc1Cl returned AGP1-GFP MLPCN 106, LAP4 TOR yeast 105, MEP2-GFP yeast 120, AHR act 1, Efflux pump mplx -0.1, CIT2 TOR yeast 109, RPL19A TOR yeast 106 and CR mimetic SO 113.
`Cc1ccc(CNC(=O)COc2cc(O)c3c(c2)OC(C)(C)CC3=O)cc1` gave AGP1-GFP MLPCN 99, LAP4 TOR yeast 105, MEP2-GFP yeast 92, AHR act -1, Efflux pump mplx -0.2, CIT2 TOR yeast 95, RPL19A TOR yeast 99 and CR mimetic SO 89.
For CN1CCN(CCC(=O)N/N=C/c2cc([N+](=O)[O-])ccc2O)CC1 the results were AGP1-GFP MLPCN 99, LAP4 TOR yeast 112, MEP2-GFP yeast 106, AHR act -1, Efflux pump mplx -0.6, CIT2 TOR yeast 91, RPL19A TOR yeast 86 and CR mimetic SO 93.
C=CCN(C(=O)c1csnn1)C(C(=O)NCc1ccccc1)c1c(F)cccc1Cl (configuration not stated) was read as AGP1-GFP MLPCN 103, LAP4 TOR yeast 105, MEP2-GFP yeast 108, AHR act -1, Efflux pump mplx 0.2, CIT2 TOR yeast 98, RPL19A TOR yeast 104 and CR mimetic SO 96.
COc1ccccc1C(=O)Nc1ccc(C(=O)N2CCCCC2)cc1 was read as AGP1-GFP MLPCN 88, LAP4 TOR yeast 88, MEP2-GFP yeast 107, AHR act 0, Efflux pump mplx 0.9, CIT2 TOR yeast 91, RPL19A TOR yeast 108 and CR mimetic SO 92.
COc1ccc(C(=O)CCC(=O)Nc2cccc(Cl)c2)cc1 was read as AGP1-GFP MLPCN 100, LAP4 TOR yeast 110, MEP2-GFP yeast 98, AHR act 0, Efflux pump mplx -0.1, CIT2 TOR yeast 89, RPL19A TOR yeast 96 and CR mimetic SO 100.
For O=C(CCCOc1ccccc1)Nc1nncs1 the results were AGP1-GFP MLPCN 95, MEP2-GFP yeast 98, AHR act -2, Efflux pump mplx -0.1, CIT2 TOR yeast 91, RPL19A TOR yeast 94 and CR mimetic SO 100.
`Cc1nc(C)c(C(=O)Nc2ncc([N+](=O)[O-])s2)o1` gave AGP1-GFP MLPCN 101, LAP4 TOR yeast 97, MEP2-GFP yeast 106, AHR act -2, Efflux pump mplx 0.1, CIT2 TOR yeast 101, RPL19A TOR yeast 106 and CR mimetic SO 119.
For CCOC(=O)C1C(=O)NC(N2CCN(Cc3ccccc3)CC2)=NC1c1ccccc1 (configuration not stated) the results were AGP1-GFP MLPCN 103, LAP4 TOR yeast 108, MEP2-GFP yeast 101, AHR act -1, Efflux pump mplx 0.0, CIT2 TOR yeast 112, RPL19A TOR yeast 101 and CR mimetic SO 80.
CC(=O)c1cccc(NC(=O)CSc2nc(=O)n(CCN3CCOCC3)c3c2CCCC3)c1 was read as AGP1-GFP MLPCN 97, LAP4 TOR yeast 103, MEP2-GFP yeast 89, AHR act 1, Efflux pump mplx 0.0, CIT2 TOR yeast 98, RPL19A TOR yeast 90 and CR mimetic SO 98.
For COc1ccccc1-c1oc2ccccc2c1C#CCCO the results were AGP1-GFP MLPCN 77, LAP4 TOR yeast 104, MEP2-GFP yeast 82, AHR act 24, Efflux pump mplx -0.1, CIT2 TOR yeast 74, RPL19A TOR yeast 82 and CR mimetic SO 99.
Screening COc1ccc(C(=O)N/N=C/c2ccc(OC(=O)c3cccc4ccccc34)c([N+](=O)[O-])c2)cc1 returned AGP1-GFP MLPCN 98, LAP4 TOR yeast 92, MEP2-GFP yeast 92, AHR act 6, Efflux pump mplx 0.3, CIT2 TOR yeast 93, RPL19A TOR yeast 101 and CR mimetic SO 111.
`C/C(=N\S(=O)(=O)c1ccc(C)cc1)N(C)C` gave AGP1-GFP MLPCN 103, LAP4 TOR yeast 97, MEP2-GFP yeast 102, AHR act 1, Efflux pump mplx -0.1, CIT2 TOR yeast 100, RPL19A TOR yeast 98 and CR mimetic SO 106.
`Cc1nc2nc(-c3cccs3)cn2nc1C` gave AGP1-GFP MLPCN 104, LAP4 TOR yeast 106, MEP2-GFP yeast 103, AHR act 13, Efflux pump mplx 0.2, CIT2 TOR yeast 99, RPL19A TOR yeast 102 and CR mimetic SO 95.
Screening Cc1nn(Cc2ccccc2Cl)c(C)c1NC(=O)NC12CC3CC(CC(C3)C1)C2 returned AGP1-GFP MLPCN 95, MEP2-GFP yeast 88, AHR act 9, Efflux pump mplx 0.1, CIT2 TOR yeast 95, RPL19A TOR yeast 97 and CR mimetic SO 99.
Screening O=C(NCCc1ccccc1C(F)(F)F)C1CCC(=O)N(CCCN2CCCC2=O)C1 (configuration not stated) returned AGP1-GFP MLPCN 98, LAP4 TOR yeast 91, MEP2-GFP yeast 102, AHR act 0, Efflux pump mplx 0.0, CIT2 TOR yeast 105, RPL19A TOR yeast 100 and CR mimetic SO 94.
COCCNC(=O)c1onc(CSc2ccc(F)c(F)c2)c1C(=O)NCCOC was read as AGP1-GFP MLPCN 92, LAP4 TOR yeast 109, MEP2-GFP yeast 92, AHR act 1, Efflux pump mplx -0.2, CIT2 TOR yeast 95, RPL19A TOR yeast 104 and CR mimetic SO 97.
Screening O=C(NCc1ccco1)c1ccccc1 returned AGP1-GFP MLPCN 95, LAP4 TOR yeast 94, MEP2-GFP yeast 103, AHR act 1, Efflux pump mplx 0.1, CIT2 TOR yeast 105, RPL19A TOR yeast 95 and CR mimetic SO 100.
Screening O=C(O)C1C2C=CC(C3CC23)C1C(=O)O (configuration not stated) returned AGP1-GFP MLPCN 96, LAP4 TOR yeast 99, MEP2-GFP yeast 95, AHR act -1, Efflux pump mplx -0.1, CIT2 TOR yeast 97, RPL19A TOR yeast 94 and CR mimetic SO 83.
`CCOC(=O)c1[nH]c2ccccc2c1NC(=O)CC(C)(C)C` gave AGP1-GFP MLPCN 98, LAP4 TOR yeast 95, MEP2-GFP yeast 99, AHR act 29, Efflux pump mplx -0.4, CIT2 TOR yeast 94, RPL19A TOR yeast 96 and CR mimetic SO 86.
For COc1cc(C(=S)N2CCOCC2)cc(OC)c1OC(=O)c1ccc(F)cc1 the results were AGP1-GFP MLPCN 91, LAP4 TOR yeast 92, MEP2-GFP yeast 115, AHR act -1, Efflux pump mplx 0.0, CIT2 TOR yeast 87, RPL19A TOR yeast 94 and CR mimetic SO 104.
`CN(CC(=O)Nc1ccc(Cl)cc1)S(=O)(=O)c1cccc2cccnc12` gave AGP1-GFP MLPCN 94, LAP4 TOR yeast 82, MEP2-GFP yeast 97, AHR act -3, Efflux pump mplx -0.2, CIT2 TOR yeast 89, RPL19A TOR yeast 88 and CR mimetic SO 101.
CCOc1ccc(Nc2nc(Cc3nnc(SCC(=O)O)o3)cs2)cc1 was read as AGP1-GFP MLPCN 98, LAP4 TOR yeast 101, MEP2-GFP yeast 101, AHR act 8, Efflux pump mplx 0.1, CIT2 TOR yeast 101, RPL19A TOR yeast 98 and CR mimetic SO 111.
Cc1cc(-c2nnc(CCC(=O)NC(C)c3ccc(F)cc3)o2)no1 (configuration not stated) was read as AGP1-GFP MLPCN 105, LAP4 TOR yeast 91, MEP2-GFP yeast 102, AHR act -2, Efflux pump mplx -0.1, CIT2 TOR yeast 103, RPL19A TOR yeast 107 and CR mimetic SO 103.
`Cc1[nH]c2ccc(C(=O)N3CCN(c4ccccn4)CC3)cc2c1C` gave AGP1-GFP MLPCN 99, LAP4 TOR yeast 89, MEP2-GFP yeast 107, AHR act 19, Efflux pump mplx 0.0, CIT2 TOR yeast 99, RPL19A TOR yeast 101 and CR mimetic SO 89.
Cc1ccc(CN(C)C(=O)c2c(C)nn(-c3ccccc3)c2C)cc1 was read as AGP1-GFP MLPCN 93, LAP4 TOR yeast 97, MEP2-GFP yeast 106, AHR act -1, Efflux pump mplx 0.0, CIT2 TOR yeast 100, RPL19A TOR yeast 105 and CR mimetic SO 91.
NNC(=O)COc1ccc2oc3c(c2c1)CCCC3 was read as AGP1-GFP MLPCN 95, LAP4 TOR yeast 98, MEP2-GFP yeast 107, AHR act 68*, Efflux pump mplx 0.0, CIT2 TOR yeast 86, RPL19A TOR yeast 101 and CR mimetic SO 94.
Screening CCN(C[C@H]1N[C@@](Cc2ccccc2)(C(=O)OC)[C@H]2C(=O)N(C)C(=O)[C@@H]12)C(=O)Nc1ccc(C(F)(F)F)cc1 returned AGP1-GFP MLPCN 92, LAP4 TOR yeast 87, MEP2-GFP yeast 90, AHR act 2, Efflux pump mplx -0.2, CIT2 TOR yeast 93, RPL19A TOR yeast 89 and CR mimetic SO 110.
S=c1[nH]nc(C2CCCCC2)n1/N=C/c1c(Cl)cccc1Cl was read as AGP1-GFP MLPCN 97, LAP4 TOR yeast 88, MEP2-GFP yeast 103, AHR act 0, Efflux pump mplx 0.1, CIT2 TOR yeast 98, RPL19A TOR yeast 100 and CR mimetic SO 108.
For O=C(CCN1C(=O)C2C3C=CC(C3)C2C1=O)Nc1c(F)cccc1F (configuration not stated) the results were AGP1-GFP MLPCN 92, LAP4 TOR yeast 101, MEP2-GFP yeast 96, AHR act -1, Efflux pump mplx -0.2, CIT2 TOR yeast 89, RPL19A TOR yeast 92 and CR mimetic SO 100.
Screening Cc1ccc(S(=O)(=O)N/N=c2\oc3ccccc3cc2C(=O)Nc2cccc(C)c2)cc1 returned AGP1-GFP MLPCN 93, LAP4 TOR yeast 95, MEP2-GFP yeast 94, AHR act 0, Efflux pump mplx -0.1, CIT2 TOR yeast 101, RPL19A TOR yeast 106 and CR mimetic SO 94.
CCOc1ccc(CN2CCN(Cc3cccn3-c3cccnc3)CC2CCO)cc1 (configuration not stated) was read as AGP1-GFP MLPCN 100, LAP4 TOR yeast 94, MEP2-GFP yeast 103, AHR act 7, Efflux pump mplx -0.1, CIT2 TOR yeast 101, RPL19A TOR yeast 101 and CR mimetic SO 116.
For COc1ccc(-c2noc(CCCC(=O)NC3CCCC3)n2)cc1 the results were AGP1-GFP MLPCN 95, LAP4 TOR yeast 94, MEP2-GFP yeast 101, AHR act -3, Efflux pump mplx 0.1, CIT2 TOR yeast 94, RPL19A TOR yeast 100 and CR mimetic SO 103.
Screening Cc1ccccc1NC(=O)Cc1nc(COC(=O)CCNS(=O)(=O)c2ccccc2)cs1 returned AGP1-GFP MLPCN 110, LAP4 TOR yeast 105, MEP2-GFP yeast 110, AHR act 0, Efflux pump mplx 0.1, CIT2 TOR yeast 103, RPL19A TOR yeast 103 and CR mimetic SO 97.
For Cc1cc(Br)ccc1OCC(=O)NC1CCCC1 the results were AGP1-GFP MLPCN 100, LAP4 TOR yeast 116, MEP2-GFP yeast 101, AHR act -1, Efflux pump mplx 0.0, CIT2 TOR yeast 90, RPL19A TOR yeast 102 and CR mimetic SO 99.

Compounds above containing a thiophene ring, fused or not, in the order listed:
For COC(=O)c1sc(NC(=O)c2cccc([N+](=O)[O-])c2)c(C(N)=O)c1C the results were AGP1-GFP MLPCN 97, LAP4 TOR yeast 89, MEP2-GFP yeast 98, AHR act 22, Efflux pump mplx 0.2, CIT2 TOR yeast 97, RPL19A TOR yeast 99 and CR mimetic SO 98.
`Cc1nc2nc(-c3cccs3)cn2nc1C` gave AGP1-GFP MLPCN 104, LAP4 TOR yeast 106, MEP2-GFP yeast 103, AHR act 13, Efflux pump mplx 0.2, CIT2 TOR yeast 99, RPL19A TOR yeast 102 and CR mimetic SO 95.

Screening results as filed in PubChem BioAssay.
